TGFb inhibitor – blocks TGF-b signaling; HepG2 CAGA-GFP TGF-b/SMAD3 reporter, GFP fluorescence, 18 h; TGF-beta stimulated, 500 pg/mL final; 410,000 compounds, 1.2% hits; Potency, µM (doses to about 46.1 µM), for the others: at the highest dose activity, negative = inhibition, usual class: inhibitors; further: potency means the concentration at half of the fitted maximal effect; on the % scale 0 is the no-effect control and ±100 the full control effect; nearly all actives have a fitted effect of over 65% in size
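HEPG2 CAGA-GFP cells (1000/well, DMEM with 1% FBS) were pre-incubated 2 h at 37 degrees C, given compound by pin tool, then stimulated with TGF-beta at 500 pg/mL final for 18 h before per-cell GFP fluorescence imaging.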
HepG2 viability – counter-screen for TGF-b inhibitors: cytotoxicity in HepG2 cells; Potency, µM (titrated, usually from 46.1 µM), for the others: top-dose activity change, negative = cytotoxicity, hits mostly cytotoxic; 410,000 compounds, 0.76% hits; HepG2 CAGA-GFP viability, ATP luminescence, 18 h; further: potency means the concentration at half of the fitted maximal effect; some results filed as inactive show a strong effect at the top dose
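CellTiter-Glo luminescence gave cytotoxicity after 18 hours at 37 degrees C. The cells were HepG2 CAGA-GFP in 1% FBS DMEM, stimulated with 500 pg/mL TGF-beta after compound addition. %Activity was normalised to no-cell wells (complete cell-killing) and DMSO (no toxicity), and curves were fitted and classified.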
Nrf2 block – blocks Nrf2 signaling; 360,000 compounds, 2.1% hits; Potency, µM (doses to about 46 µM), inactives show top-dose activity change, negative = inhibition, most hits filed as inhibitors; AID 504444; A549 ARE-Fluc reporter, luciferase luminescence, 18-24 h; further: potency means the concentration at half of the fitted maximal effect; on the % scale 0 is the no-effect control and ±100 the full control effect; nearly all actives have a fitted effect of over 60% in size
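Nrf2 function is reported as luminescence of an ARE-controlled luciferase in A549 cells. Compounds were tested at several concentrations, and a CellTiter-Fluor read on the same wells flagged cytotoxicity.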
Akt phos inh – inhibitors of Akt phosphorylation | Neuro2A IGF-stimulated pAkt S473 HTRF, 20 min; hits give low values | activity change, % for hits at 50 µM | 360,000 compounds, 0.32% hits | AID 651550; in the data active means activity change below about -80%; inconclusive means mostly about -51% to -80%; further: on the % scale 0 is the no-effect control and ±100 the full control effect
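Neuro2A cells (4,500/well, DMEM with 0.5% FBS) were treated with compound at a single 50 µM final concentration, stimulated with 6 nM IGF for 20 min at 37 °C, and lysed. Phospho-Akt Ser473 was read by HTRF as 665/615 ratio ×10^4.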
A549 tox – counter-screen for Nrf2 inhibitors: cytotoxicity in A549 cells; Potency, µM (series often up to 46 µM), for inactives: at the top dose activity change, negative = cytotoxicity, usual class: inhibitors; 390,000 compounds, 0.16% hits; A549 ARE-Fluc cells, CellTiter-Fluor viability, 18-24 h; further: potency means the concentration at half of the fitted maximal effect; on the % scale 0 is the no-effect control and ±100 the full control effect
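Cytotoxicity counterscreen: CellTiter-Fluor fluorescence was measured in A549 ARE_Fluc cells after 18-24 h of compound exposure in a concentration series. The subsequent BugLite luminescent read reports ARE-luciferase activity.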
CCT modulator – modulators of cytosolic chaperonin (CCT/TRiC) activity; purified chaperonin ATPase assay, HTRF ADP detection, 30 min; activity change, % (test concentration not listed), hits read low; 360,000 compounds, 0.3% hits; AID 651819; in the data active means activity change below about -30%; further: on the % scale 0 is the no-effect control and ±100 the full control effect
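First, chaperonin was dispensed at 40 nM or 20 nM final depending on batch activity. Next, compounds were pinned at 76 uM and ATP added at 10 uM. After 30 min at 37 °C, ADP detection reagents ran 30 min at ambient temperature.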
Mm-Cpn inhibitor – M. maripaludis TRiC chaperonin inhibition; 330,000 compounds, 0.031% hits; purified Mm-Cpn ATPase, ADP Transcreener TR-FRET; Potency, µM (highest dose often 76.9 µM), for the others: at the top dose activity, negative = inhibition, most hits filed as inhibitors; further: potency means the concentration at half of the fitted maximal effect; on the % scale 0 is the no-effect control and ±100 the full control effect; nearly all actives have a fitted effect of over 80% in size
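Quantitative HTS used 25 nM Mm-CPN and 10 uM ATP in magnesium/KCl Tris buffer, pH 7.4, with 1 mM DTT. Hydrolysis ran 30 min at 37°C; ADP was read by HTRF.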
Abeta rescue – A-beta toxicity reversal in yeast. Potency, µM (doses to about 46.1 µM), without a hit: at the highest dose growth rescue, actives largely listed as activators. AID 1347071. 410,000 compounds, 0.063% hits. yeast expressing A-beta42, growth rescue, OD600, 48 h; response scale: 0% DMSO, 100% iron-clioquinol control; further: potency means the concentration at half of the fitted maximal effect; nearly all actives have a fitted effect of over 55% in size
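Growth rescue measured by 600 nm absorbance after 48 h yeast culture at 30 C with compound. Values normalized between DMSO and an equimolar ferric chloride plus clioquinol control.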
Nrf2 activator – Nrf2 pathway activation. AREc32 ARE-luciferase reporter (MCF7-derived line), luminescence, 24 h. Potency, µM (series often up to 46.1 µM), for inactives: top-dose activation, hits mostly activators. 410,000 compounds, 0.31% hits. AID 624171; further: potency means the concentration at half of the fitted maximal effect; % of control where 0% means no effect; nearly all actives have a fitted effect of over 65% in size
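For detection, Steady-Glo was added and plates sat 30 min at RT; before that, AREc32_Fluc cells grown overnight in OPTI-MEM/5% FBS had been treated with 23 nL compound for 24 hr at 37 deg C.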
* = called active by the depositor; i = inactive; ? = inconclusive; · = not tested or not shown; & = joins results of further samples; [ ] = another dose, or the depositor's remark. Unless noted, the call rests on the fitted dose curve; in most records, active means well fitted curve in the direction sought with a large enough effect; inconclusive means small, poorly fitted or top-dose-only effect, or another doubt; inactive means no such curve, though single readings can be large; an effect the other way counts as inactive or inconclusive.

Results follow in this order: A549 tox	CCT modulator	Akt phos inh	HepG2 viability	Mm-Cpn inhibitor	Abeta rescue	Nrf2 activator	Nrf2 block	TGFb inhibitor
Cc1ccc(C(=O)c2cc3c(cc2N)OCCO3)cc1
  -7%	0.4	i	-15%	-1%	8%	0.1%	14%	-4%
COc1cc(/C=N/NC(=O)CNC(=O)c2ccccc2)ccc1OC(=O)c1cccs1
  -4%	-0.1	i	2%	1%	19%	4.3%	-4%	-7%
CC(C)OCCCNC(=O)c1ccc(CSc2nc3cccnc3n2Cc2ccccc2)cc1
  -7%	·	·	-28%	·	-29%	0.1%	·	?
Cc1ccc(Cc2c(-c3cccc(Cl)c3)nc3c(C)cc(Br)cn23)cc1
  ·	0.2	i	-31%	·	-3%	3.9%	·	-7%
O=C(Nc1cc(Cl)ccc1O)c1cc2n(n1)C(C(F)(F)F)CC(c1ccc3c(c1)OCO3)N2 (stereo unspecified)
  -12%	1.8	i	-39%	3%	0%	4.7%	·	?
COc1ccc(-c2nc(Cn3c(SCc4cccc(F)c4)nc4cccnc43)c(C)o2)cc1
  -25%	·	·	-41%	·	26%	-1.2%	21µM*	?
Cc1ccccc1Cn1cc(C)c(=O)[nH]c1=O
  0%	-3.4	i	-13%	-22%	-9%	0.4%	-2%	6%
Cc1cccc(N2CCN(C(=O)Cn3cnc4c3c(=O)n(C)c(=O)n4C)CC2)c1C
  -7%	-2.2	i	0%	-4%	5%	0.2%	-35%	-3%
O=C1[C@@H]2C(Cc3ccc(O)cc3)NC3(C(=O)Nc4ccc(F)cc43)[C@@H]2C(=O)N1c1ccc(F)cc1 (stereo partly specified)
  -2%	0.3	i	-13%	?	5%	2.7%	20%	-14%
O=C1C(=O)N(Cc2cccnc2)C(c2cccc([N+](=O)[O-])c2)/C1=C(\O)c1ccc2c(c1)OCCO2 (stereo unspecified)
  8%	-0.1	i	1%	-4%	10%	-0.5%	0%	4%
C[C@]12C=CC(=O)C=C1CC[C@@H]1[C@@H]2[C@@H](O)C[C@@]2(C)[C@H]1CC[C@]2(O)C(=O)CO
  -11%	1.1	i	-16%	-4%	-7%	0.1%	0.058µM*	22%
O=C(Cc1ccccc1)c1nnc(-c2ccccc2)o1
  5%	1.7	i	11%	1%	-5%	3.6%	10%	36%
O=c1nc2ccccc2c(NS(=O)(=O)c2ccccc2)n1-c1ccccc1
  2%	-0.5	i	-70%	2%	-3%	3.4%	7%	1%
CS(=O)(=O)N1CCN(c2ccc([N+](=O)[O-])cc2C(F)(F)F)CC1
  3%	0.3	i	30%	2%	20%	-0.2%	-4%	2%
Cc1c(OCC(=O)NCC(O)c2ccccc2)ccc2c3c(c(=O)oc12)CCC3 (stereo unspecified)
  13%	-1.6	i	-1%	-1%	-5%	-0.6%	?	12%
CC1(C)Cc2cccc(OCC(=O)N3CCN(c4ccccc4Cl)CC3)c2O1
  -2%	0.6	i	-9%	0%	1%	0.0%	-22%	-5%
N=c1ccn2c(n1)O[C@H]1[C@@H](CO)[C@H](O)O[C@H]12
  -6%	-1.7	i	-3%	2%	-17%	0.3%	?	1%
Cc1ccc(NC(=O)c2cc(NC(=O)CCC(=O)O)ccc2N2CCCCC2)cc1
  0%	-0.2	i	1%	-3%	11%	-0.8%	10%	-1%
COc1ccc2cc(CNc3ccc(OC)c(OC)c3)c(=O)n(CC(=O)Nc3ccc(C)cc3)c2c1
  7%	·	·	-8%	·	-8%	-1.0%	30%	14%
COc1ccccc1Nc1c2c(nc3ccc(NC(=O)/C=C/c4cccc(OC)c4OC)cc13)CCCC2
  ?	·	·	-75%	·	-56%[inhibitor]	11%	-10%[9.27 µM]	?
O=C(NCc1ccco1)C1CCN(C(=O)c2ccc(Cl)cc2Cl)CC1
  -8%	-0.1	i	-6%	2%	6%	2.1%	-4%	16%
CCc1ccc(-c2cc(C)no2)cc1S(=O)(=O)N1CCN(c2ccccn2)CC1
  8%	-1.1	i	-18%	-4%	22%	-0.1%	?	?
OC(CCc1ccncc1)COc1ccccc1 (stereo unspecified)
  6%	-0.9	i	-4%	2%	-7%	-0.8%	6%	-11%
CCOC(=O)c1cc(C#N)c(SCc2cccc3ccccc23)nc1C
  11%	-1.4	i	-26%	0%	-7%	-0.5%	?	-5%
CC(C)(C)c1ccc(OCC(=O)N/N=C/C2CC=CCC2)cc1 (stereo unspecified)
  1%	-1.7	i	-1%	0%	0%	-0.4%	-9%	13%
CCCc1noc2c1C(c1cc(Br)ccc1F)C(C#N)=C(N)N2 (stereo unspecified)
  -5%	-0.9	i	5%	4%	3%	0.1%	?	-7%
O=C(c1cccc(F)c1)N1CCN(c2cccc(C(F)(F)F)c2)CC1
  6%	2.2	?	-7%	-2%	30%	-0.1%	-21%	-8%
CCOC(=O)c1cc(-c2csc(N/N=C/c3ccccc3Cl)n2)on1
  -4%	1.2	i	7%	0%	-7%	-0.4%	3%	17%
COCCN1CN=C(NS(=O)(=O)c2ccc(C)cc2)NC1
  -2%&-12%	3.2	i	2%&15%	1%	-5%&-5%	0.5%&-0.7%	-3%&1%	13%&8%
CCN(C(=O)CSc1nncn1-c1ccccc1)c1c(N)n(Cc2ccccc2)c(=O)[nH]c1=O
  -10%	-2.3	i	12%	-22%	-17%	-0.9%	-8%	-4%
COC(=O)[C@H](CCSC)NC(=O)Nc1cc(C)ccc1C
  6%	2.5	i	-7%	-2%	10%	-0.6%	13%	5%
Nc1cc(Cl)ccc1C(=O)OCC(=O)N1CCCC1
  -5%	-0.5	i	-3%	1%	-4%	1.9%	6%	-15%
O=C(Cn1c(=O)nc(-c2ccccc2)c2cc(Cl)ccc21)N1CCN(c2ccccc2F)CC1
  0%	·	·	2%	·	-18%	7.9%	·	?
CCOc1ccc(CNC(=O)CCS(=O)(=O)c2ccc3c(c2)oc(=O)n3C)cc1
  -12%&12%	0.2	i	8%&1%	-5%	-9%&1%	-0.3%&0.7%	-13%&16%	39%&-2%[activator]
COc1ccc(NC(=O)C2CCN(S(=O)(=O)c3cccc4cccnc34)CC2)cc1
  -3%	0.0	i	-30%	-9%	2%	-0.2%	-29%	-6%
COc1cccc(-n2c(=O)c3c(C)c(C(=O)N(C)C)sc3n(Cc3ccc(F)cc3Cl)c2=O)c1
  -15%	·	·	-3%	·	-7%	-0.9%	·	-5%
C=CCn1c(SCC(=O)NCc2ccco2)nnc1-c1ccc2ccccc2n1
  -2%	-3.8	i	-5%	-2%	-2%	3.4%	-25%	?
O=[N+]([O-])c1ccc2cn(-c3ccccc3)nc2c1
  12%	-0.7	i	-13%	3%	-4%	?	?	-8%
COc1ccc(Cn2nnnc2C(c2ccncc2)N2CCOCC2)cc1 (stereo unspecified)
  2%	-1.4	·	0%	-1%	19%	-0.8%	8%	-8%
Cc1ccccc1Nc1nc(N)nc(CN2C(=O)NC3(CCCCC3C)C2=O)n1 (stereo unspecified)
  -12%	-1.5	i	-10%	2%	17%	0.1%	11%	-7%

Some of the entries above, set out differently:
> CCOc1ccc(CNC(=O)CCS(=O)(=O)c2ccc3c(c2)oc(=O)n3C)cc1
  A549 tox: -12%&12%; CCT modulator: 0.2; Akt phos inh: i; HepG2 viability: 8%&1%; Mm-Cpn inhibitor: -5%; Abeta rescue: -9%&1%; Nrf2 activator: -0.3%&0.7%; Nrf2 block: -13%&16%; TGFb inhibitor: 39%&-2%[activator]
> CCOC(=O)c1cc(C#N)c(SCc2cccc3ccccc23)nc1C
  A549 tox: 11%; CCT modulator: -1.4; Akt phos inh: i; HepG2 viability: -26%; Mm-Cpn inhibitor: 0%; Abeta rescue: -7%; Nrf2 activator: -0.5%; Nrf2 block: ?; TGFb inhibitor: -5%

(further entries)
Results follow in this order: A549 tox	CCT modulator	Akt phos inh	HepG2 viability	Mm-Cpn inhibitor	Abeta rescue	Nrf2 activator	Nrf2 block	TGFb inhibitor
COc1ccc(Cl)cc1CNCCCSc1ncccn1
  -4%	-2.9	i	0%	-5%	8%	-0.8%	3%	-8%
Nc1ccc(S(=O)(=O)NC(=O)c2ccccc2)cc1
  4%	-1.9	·	1%	1%[15.4 µM]	-18%	-0.8%	-2%	0%
COc1ccc(-c2cc(C(F)(F)F)n3nc(C(=O)NCc4ccco4)c(Cl)c3n2)cc1
  -29%	0.3	i	-26%	-1%	-1%	6.1%	?	-18%
COc1ccc(-c2noc(CSc3nnc(Cc4ccccc4)n3-c3cccc(C)c3)n2)cc1OC
  -8%	-1.4	i	-37%	-2%	9%	4.5%	?	?
CCN(CC)c1ccc(NC(=O)c2ccc(Br)o2)c(C)c1
  -1%	-1.7	?	22%	-3%	7%	0.3%	?	-22%
CC(=O)Nc1cccc(OCCCNC(=O)c2cccc3ccccc23)c1
  1%	-0.3	i	22%	6%	0%	0.5%	16%	-7%
COc1ccc(C2CC(=O)C(C=NCCN3CCN(C(C)=O)CC3)=C(O)C2)cc1 (stereo unspecified)
  -1%	-0.3	i	0%	-2%	-1%	-0.7%	9%	-3%
CCOc1ccccc1N(CC(=O)NCC1CCCO1)C(=O)CCC(=O)Nc1ccccn1 (stereo unspecified)
  1%	-0.5	i	6%	0%	-10%	-0.2%	-4%	0%
C/C(=N\NC(=O)c1nnn(-c2nonc2N)c1CN1CCOCC1)c1ccc(CC(C)C)cc1
  2%	2.2	i	-4%	1%	8%	0.1%	6%	-2%
O=C(Nc1cccc(S(=O)(=O)NC2=NCCC2)c1)c1ccc(F)cc1F
  0%	0.6	i	-14%	1%	-3%	-0.2%	?	-10%
CCCCn1c(N)c(N(CC)C(=O)c2c(C)noc2C)c(=O)[nH]c1=O
  1%	-0.7	i	-8%	1%	-9%	-0.6%	-10%	-8%
